TbMetRS inhib: T. brucei MetRS inhibitors, primary screen, biochemical, luminescence | 360,000 tested, 0.4% active | inhibition, % at 11.9 µM | methionyl-tRNA synthetase (Trypanosoma brucei brucei) | purified T. brucei MetRS, ATP depletion, Kinase-Glo luminescence;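 active means inhibition above a per-plate cutoff of the control wells' mean inhibition plus 3 SD, cut at about 5.5% in these data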;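 further: 0% = DMSO wells median and 100% = median of wells with control inhibitor compound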
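Material: T. brucei methionyl-tRNA synthetase, purified; reagent: substrates ATP, L-methionine and bulk Escherichia coli tRNA; dosing: 11.9 µM single point; timing: 15 min plus 2 h at 25 °C; detection: luminescence of leftover ATP; evaluation: % inhibition; control set: DMSO-only wells as low control; replicates: singlicate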
LMPTP inh: LMPTP phosphatase inhibitors, primary screen, biochemical, fluorescence intensity, uHTS. Low molecular weight phosphotyrosine protein phosphatase (Homo sapiens), P24666. recombinant LMPTP-A, OMFP fluorogenic substrate. inhibition, % at 20 µM. 360,000 tested, 0.22% active. AID 651560, 2012;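 active means compounds that cut the enzyme signal by at least half of the control window in the single-dose screen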;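 further: plate controls were DMSO wells with enzyme plus substrate for no effect and substrate without enzyme for full effect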
Target sequence (P24666 whole entry, looked up): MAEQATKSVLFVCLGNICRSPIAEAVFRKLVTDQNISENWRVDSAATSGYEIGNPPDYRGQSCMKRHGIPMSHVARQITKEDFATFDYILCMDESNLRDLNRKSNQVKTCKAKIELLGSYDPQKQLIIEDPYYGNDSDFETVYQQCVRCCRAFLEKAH
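material = LMPTP-A | quantity = 0.625 nM enzyme | reagent = OMFP substrate, 400 µM final | buffer or medium = Bis-Tris pH 6.0, DTT, detergent | detection = endpoint fluorescence intensity from OMFP dephosphorylation | dosing = single 20 µM dose | read-out basis = % inhibition relative to no-enzyme and uninhibited control wells | control set = no-enzyme and uninhibited controls | timing = 50 min at room temperature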
DNMT1 block: human DNMT1 methyltransferase inhibitors, primary screen, biochemical, molecular beacon, fluorescence, HinP1I cleavage, uHTS; DNA (cytosine-5)-methyltransferase 1 (Homo sapiens), P26358; inhibition (reported as % activation of signal), % at 10 µM; 360,000 tested, 0.83% active; AID 588458, 2011; in the data active means inhibition above about 50%
NadD block: inhibitors of S. aureus NadD, primary screen, biochemical, colorimetric, uHTS; AID 602399, 2012; Nicotinate-nucleotide adenylyltransferase NadD (Staphylococcus aureus N315); 360,000 tested, 0.78% active; inhibition, % at 20 µM; purified NadD enzyme, colorimetric absorbance read-out; in the data active means inhibition above about 26%; further: some compounds past the cut are filed as inactive
SUMO1 PPI mod: modulators of SUMO1 protein-protein interactions, primary screen, biochemical, uHTS; Small ubiquitin-related modifier 1 (Homo sapiens), P63165; SUMO1 binding to a labelled peptide, TR-FRET, 1 h; inhibition, % at 20 µM; 360,000 tested, 0.33% active; AID 602429, 2012; in the data active means inhibition above about 37%
Target sequence (P63165 whole entry, looked up): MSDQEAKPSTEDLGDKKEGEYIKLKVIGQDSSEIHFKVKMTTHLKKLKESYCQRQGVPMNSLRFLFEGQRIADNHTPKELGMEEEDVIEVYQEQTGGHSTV
MsrA inh: bovine MsrA enzyme inhibitors, primary screen, biochemical, absorbance, HTS; purified bovine MsrA, absorbance read-out; inhibition, % at 15.5 µM; AID 651718, 2012; 360,000 tested, 0.75% active; Methionine sulfoxide reductase A (Bos taurus); in the data active means inhibition above about 4.5%;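 further: 0% = vehicle wells with enzyme and 100% = reference inhibitor wells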
STEP inh: STEP phosphatase inhibitors, primary screen, biochemical, fluorescence intensity, uHTS; recombinant STEP, OMFP fluorogenic substrate; Tyrosine-protein phosphatase non-receptor type 5 (Homo sapiens), P54829; 360,000 tested, 0.25% active; inhibition, % at 20 µM;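 active means inhibition at 20 µM, scaled per plate between control wells, above about 37%, limit read from the data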;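 further: 0% = DMSO with enzyme and substrate and 100% = substrate only without enzyme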
Target sequence (P54829 whole entry, looked up): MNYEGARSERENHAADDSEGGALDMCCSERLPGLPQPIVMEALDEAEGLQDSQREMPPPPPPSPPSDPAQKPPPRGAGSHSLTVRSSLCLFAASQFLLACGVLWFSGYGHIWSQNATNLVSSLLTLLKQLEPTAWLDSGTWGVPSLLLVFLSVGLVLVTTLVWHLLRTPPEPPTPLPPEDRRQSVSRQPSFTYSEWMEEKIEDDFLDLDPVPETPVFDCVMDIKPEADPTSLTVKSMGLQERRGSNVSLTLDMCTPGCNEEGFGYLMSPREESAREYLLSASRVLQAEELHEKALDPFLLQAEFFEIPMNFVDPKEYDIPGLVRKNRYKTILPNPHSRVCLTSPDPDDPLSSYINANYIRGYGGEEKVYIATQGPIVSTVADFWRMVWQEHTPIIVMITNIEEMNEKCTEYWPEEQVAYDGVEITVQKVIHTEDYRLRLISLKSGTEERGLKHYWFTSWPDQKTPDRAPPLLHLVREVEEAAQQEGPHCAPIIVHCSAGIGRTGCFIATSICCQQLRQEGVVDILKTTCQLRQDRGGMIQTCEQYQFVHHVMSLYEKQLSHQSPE
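System: STEP phosphatase, cell-free reaction; Buffer or medium: Bis-Tris pH 6.0 buffer with DTT, detergent; Incubation: 20 min at room temperature, dark; Measured by: fluorescence, 480/540 nm.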
Scp-1 inhibitor: Scp-1 phosphatase inhibitors, primary screen, biochemical, colorimetric, uHTS. inhibition, % at 20 µM. AID 493091, 2011. Recombinant Scp1, phosphopeptide, malachite green phosphate absorbance. 340,000 tested, 0.88% active. Carboxy-terminal domain RNA polymerase II polypeptide A small phosphatase 1 (Homo …;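 active means inhibition above about 50% at 20 µM, limit read from the data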;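 further: plate controls were DMSO wells with enzyme for no effect and wells lacking enzyme for full effect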
Target sequence (Q9GZU7 76-261 limits assumed): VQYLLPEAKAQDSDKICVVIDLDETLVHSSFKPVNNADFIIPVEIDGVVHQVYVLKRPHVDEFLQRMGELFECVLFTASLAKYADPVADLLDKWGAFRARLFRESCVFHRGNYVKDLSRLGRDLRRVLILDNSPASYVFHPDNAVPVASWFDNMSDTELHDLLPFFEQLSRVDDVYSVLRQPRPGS
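assay system = SCP-1 phosphatase catalytic domain, residues 76-261 | buffer or medium = 50 mM Tris acetate pH 5.5, 0.005% Tween-20, 10 mM MgCl2 | incubation = enzyme reaction 45 min at room temperature, colour 5 min, stabilisation 30 min | signal = Phosphate-binding colour reagent, absorbance read at 630 nm | measure = % inhibition at 20 µM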
CSN deneddyl inh: inhibitors of CSN-mediated cullin deneddylation, primary screen, biochemical, fluorescence polarization, uHTS; inhibition, % at 12.5 µM; 360,000 tested, 0.38% active; COP9 signalosome complex subunit 5 (Homo sapiens), Q92905; Purified CSN, SCF-Nedd8-OG deneddylation;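 active means pattern-corrected inhibition above about 35%, with an unprinted fluorescence ratio check between 0.5 and 1.5, limit read from the data, passing the limit was not always enough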;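 further: 0% = enzyme with substrate and 100% = substrate without enzyme; some results filed as inactive read as strong as hits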
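Assay system: purified human Csn5 enzyme expressed in HEK293T cells; measure: % inhibition; also added: SCFSkp2-Nedd8OG substrate at 10 nM final; technique: fluorescence polarization; times: reaction 90 min, room temperature; medium: Tris buffer pH 7.5, NaCl, DTT, Tween-20, trehalose, ovalbumin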
Rpn11 inh: Rpn11 (PSMD14) deubiquitinase inhibitors, primary screen, biochemical, fluorescence polarization, uHTS. 26S proteasome non-ATPase regulatory subunit 14 (Homo sapiens), O00487. AID 588493, 2011. human 26S proteasome, Ub4-pepOG fluorescence polarization; 20S core pre-blocked with epoxomicin. 360,000 tested, 0.59% active. calls only at 20 µM;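 active means inhibition at 20 µM, scaled to each plate's controls, above about 33%, limit read from the data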
Starred values were filed as active, the others as inactive; i = inactive; / = not tested or not shown.

LMPTP inh	STEP inh	SUMO1 PPI mod	Rpn11 inh	DNMT1 block	SMILES	CSN deneddyl inh	Scp-1 inhibitor	MsrA inh	TbMetRS inhib	NadD block
0.1	-1	4	i	3	O=C(O)C1CCCN(C(=O)NCc2ccccc2)C1 (centres undefined)	-2	-6	0.3	-0.8	-1
0.6	0	37*	i	-6	Cc1cc(C(=O)Nc2cccc(O)c2)c(C)o1	-2	0	-0.7	0.4	0
2.0	0	-2	i	-3	O=C1CCCc2ccccc2N1Cc1ccc(Cl)cc1Cl	-1	-4	0.2	-1.1	-8
3.5	22	0	i	4	COc1cc(NC(=S)NCCC(c2ccccc2)c2ccccc2)c(OC)cc1Cl	-7	3	1.2	-1.2	1
0.2	-2	1	i	4	CCCCCCCC[n+]1cccc(C(=O)N(CC)CC)c1	-1	3	-0.2	0.0	-2
0.7	-1	7	i	-5	Cc1nc(NS(=O)(=O)c2ccc(Cl)s2)c2c3c(sc2n1)CCCC3	-3	-8	-0.3	-0.5	5
2.5	2	2	i	-8	O=S(=O)(c1ccc(F)cc1)c1nc(-c2ccco2)oc1Nc1ccc(F)cc1	7	-15	2.4	0.2	-4
-0.1	0	-4	i	1	COc1ccc(C/C(N)=N/OC(=O)CCc2ccccc2)cc1	2	-7	0.1	0.0	-2
-0.5	2	0	i	-3	Cc1ccc(S(=O)(=O)NCCC(=O)N2CCC(Cc3ccccc3)CC2)cc1	0	-9	-2.3	0.0	-1
-1.5	1	1	i	1	O=C1C2=C(CCCC2)C(=O)N1c1cccc(OCCBr)c1	-2	-10	-0.4	0.3	-2
-0.4	0	0	i	-2	CCOC(=O)c1ccccc1NC(=O)c1cccc(F)c1	2	-16	-0.1	-1.0	-9
-0.8	-1	-5	i	4	Cc1ccc(C(=O)OCC(=O)NC(C)c2ccccc2)s1 (centres undefined)	-4	-7	0.9	-0.2	1
0.4	-1	-4	i	-3	COc1cc(CNn2cnnc2)ccc1OCC(=O)NC(C)(C)C	-1	3	0.4	-0.7	1
0.2	3	0	i	1	COc1ccc(C)cc1N(C(=O)CNC(=O)c1ccco1)C(C(=O)NC1CCCC1)c1cccnc1 (centres undefined)	1	-9	-0.7	-0.4	2
2.0	4	-2	i	-1	COCCN(C(=S)Nc1ccc(C(C)C)cc1)C(C)c1cccs1 (centres undefined)	-2	-8	1.1	0.0	-2
1.1	-2	2	i	-2	COc1ccc(NC(=O)Nc2ccc(C(=O)N3CCOCC3)cc2)cc1	-4	-4	-0.1	0.3	0
0.1	2	-32	i	4	ClCc1c2ccccc2cc2ccccc12	-3	-4	-0.8	-0.2	-4
1.1	-1	4	i	-1	Cc1cc(CNC(=O)c2ccc3c(c2)OCO3)c2ccccc2n1	5	-3	0.6	-0.6	-3
-0.1	-1	8	i	0	O=C(NC(Cc1c[nH]c2ccccc12)C(=O)O)c1cccc(S(=O)(=O)N2CCCCC2)c1 (centres undefined)	-4	/	-0.1	-0.2	1
-0.6	5	1	i	1	CCCCN(C(=O)c1ccc(S(=O)(=O)N2CCOCC2)cc1)C1CCS(=O)(=O)C1 (centres undefined)	-7	-8	0.1	0.0	-2
1.1	0	3	i	-9	CCOC(=O)c1[nH]c(C)c(C(=O)N2CCN(c3cccc(Cl)c3)CC2)c1C	3	-9	0.6	-0.3	-2
5.1	4	8	i	-8	COc1cccc(OCCn2cc(C(=O)c3ccco3)c3ccccc32)c1	5	-12	0.0	0.1	-1
-0.7	1	1	i	1	CCc1noc(C)c1C(=O)Nc1ccccc1N1CCOCC1	2	1	-0.2	-0.4	1
-0.2	-2	3	i	1	CCC(C(=O)NC1CCCCCC1)c1ccccc1 (centres undefined)	1	-4	1.2	-0.6	3
0.2	0	0	i	2	CC(Sc1nc(N(C)C)nc(N2CCOCC2)n1)C(=O)Nc1ccccc1 (centres undefined)	-3	-19	-1.5	-0.7	3

Remaining list, next part.
LMPTP inh	STEP inh	SUMO1 PPI mod	Rpn11 inh	DNMT1 block	SMILES	CSN deneddyl inh	Scp-1 inhibitor	MsrA inh	TbMetRS inhib	NadD block
-2.8	1	3	i	1	CCC(C)(C)NC(=O)CN(CC1CCCO1)C(=O)CNS(=O)(=O)c1ccccc1 (centres undefined)	4	-2	-1.0	0.3	-2
7.0	6	-5	i	-5	Cc1ccc(-c2csc3ncnc(SCC(=O)NCc4ccc5c(c4)OCO5)c23)cc1	-1	-11	0.5	-0.9	0
1.0	0	-1	i	3	COC(=O)c1nc(N)sc1C	-3	1	-1.2	-1.1	1
0.0	3	-2	i	-3	Cc1ccn2c(=O)nc(SCC(=O)NC3CCCCC3)nc2c1	2	-8	0.6	0.1	1
32	21	-51	i	1	CC[n+]1ccc(/C=C/c2ccc(N(C)C)cc2)c2ccccc21	0	3	2.0	-1.6	-2
0.2	-5	-1	i	-1	Cc1c(Cl)c([N+](=O)[O-])nn1CCCC(=O)Nc1cc(Cl)ccc1Cl	-4	-7	0.0	0.0	-1
1.4	1	-16	i	4	C=CCSc1nc2c(C(=O)OCC)nnn2c2ccccc12	5	-11	0.7	-1.0	-8
1.9	-7	-4	i	-10	Cc1cccc(Nc2nc(-c3ccc4c(c3)OCCO4)cs2)c1	10	-1	0.3	-0.6	9
0.4	0	-5	i	-3	CCn1cc(CN2CCCC(CNS(=O)(=O)Cc3ccccc3)C2)cn1 (centres undefined)	4	-1	-0.9	-0.7	-5
-0.3	0	1	i	-2	COc1ccc(CC(=O)Nc2ccc(N3CCOCC3)cc2)cc1OC	0	-11	-0.8	-0.4	-1
-1.3	0	-2	i	-1	COc1ccccc1N(CC(=O)Nc1ccccc1C(=O)N1CCCC1)S(C)(=O)=O	0	-3	0.3	-0.1	-7
-1.8	2	-3	i	0	CC(C(=O)Nc1nc2ccccc2[nH]1)N1C(=O)C2CC=CCC2C1=O (centres undefined)	1	-4	0.6	0.1	-1
-0.4	-1	-3	i	3	CCCCn1c(-c2cc(Cl)ccc2OC)n[nH]c1=S	1	6	-0.7	-1.1	6
-0.2	-3	2	i	12	CC1Cc2ccccc2N1C(=O)CSc1nnc(-c2ccc(S(=O)(=O)N3CCOCC3)cc2)n1C (centres undefined)	-6	2	-0.1	1.0	6
1.0	2	-5	i	-1	COC(=O)c1cc(C)sc1NC(=O)c1cccnc1	3	3	1.0	-0.6	-1
1.1	-1	0	i	0	CCSc1ccc(/C(N)=N/OC(=O)c2cccs2)cn1	-4	-6	-0.5	-0.2	-3
0.7	-3	-17	i	-3	O=C(N/N=C/c1cccc2ccccc12)c1ccccc1Cl	5	4	1.3	-0.9	-9
-2.1	-4	-11	i	1	CC1CCCN(CCCOc2ccc([N+](=O)[O-])cc2)C1 (centres undefined)	-1	-4	0.2	1.1	0
0.1	1	3	i	8	Cc1ccc(S(=O)(=O)NCCC(=O)Nc2nccs2)cc1	-1	6	-0.8	-1.2	0
-1.0	-2	-1	i	-2	O=C(NCC1CCCO1)/C(=C\c1ccco1)NC(=O)c1ccccc1 (centres undefined)	0	-1	1.3	-0.5	-4
0.7	2	1	i	12	Cc1ccc(-c2nc3cc(C)c(Br)c(C)n3c2CC(C)(C)C)cc1	-1	/	-0.1	-0.3	0
3.1	8	13	i	-9	N#C/C(=C(/O)COC(=O)Cc1c[nH]c2ccccc12)c1nc2ccccc2[nH]1	4	-7	0.9	0.3	16
1.7	-1	0	i	-2	CC(=O)Oc1cc2c(cc1Cl)C1(CC(c3ccccc3Cl)O2)CC(C)(C)NC(=S)N1 (centres undefined)	1	-4	-1.2	3.8	13
0.5	2	-1	i	-2	Cc1cccc(NC(=O)CN2CCN(C(=O)CNC(=O)Cc3cccc4ccccc34)CC2)c1C	0	-9	-0.1	0.0	-1
-1.4	0	-2	i	3	CCOc1cc(C(=S)N2CCN(C)CC2)ccc1OCC(=O)N1CCCC1	-1	-2	0.0	-0.5	0

The results go on:
LMPTP inh	STEP inh	SUMO1 PPI mod	Rpn11 inh	DNMT1 block	SMILES	CSN deneddyl inh	Scp-1 inhibitor	MsrA inh	TbMetRS inhib	NadD block
0.8	0	3	i	25	Cc1cc(C(F)F)n2nc(C(=O)Nc3sc4c(c3C#N)CCC4)nc2n1	7	14	1.3	-1.1	1
0.5	1	3	i	7	CC1CCCN(C(=O)c2ccc3c(c2)OCO3)C1 (centres undefined)	4	5	-0.4	-0.9	-4
0.9	3	4	i	-2	CC1CCCC(C)N1c1nnc(N)s1 (centres undefined)	-2	-7	-0.2	-0.8	6
-0.3	0	-4	i	-2	Cc1nn(CC(=O)OCCOc2ccc(Br)cc2)c(C)c1[N+](=O)[O-]	-4	-7	-0.7	-0.3	-11
-1.4	1	-1	i	-1	Cc1ccc(S(=O)(=O)Nc2ccc(NC(=O)CN3CCCCC3)cc2)cc1	-1	4	0.1	-0.7	-7

Random excerpt: 4 compounds from above
LMPTP inh	STEP inh	SUMO1 PPI mod	Rpn11 inh	DNMT1 block	SMILES	CSN deneddyl inh	Scp-1 inhibitor	MsrA inh	TbMetRS inhib	NadD block
-0.1	-1	8	i	0	O=C(NC(Cc1c[nH]c2ccccc12)C(=O)O)c1cccc(S(=O)(=O)N2CCCCC2)c1 (centres undefined)	-4	/	-0.1	-0.2	1
0.8	0	3	i	25	Cc1cc(C(F)F)n2nc(C(=O)Nc3sc4c(c3C#N)CCC4)nc2n1	7	14	1.3	-1.1	1
0.1	1	3	i	8	Cc1ccc(S(=O)(=O)NCCC(=O)Nc2nccs2)cc1	-1	6	-0.8	-1.2	0
-0.4	0	0	i	-2	CCOC(=O)c1ccccc1NC(=O)c1cccc(F)c1	2	-16	-0.1	-1.0	-9
